Source: PubChem BioAssay (National Center for Advancing Translational Sciences (NCATS))
p53ts 39C kill – cytotoxicity in p53ts cells at nonpermissive temperature; Potency, µM (doses to about 46.1 µM), for inactives: top-dose activity change, negative = cell killing, most hits filed as cytotoxic; 1.5% of 130,000 active; H1299-p53A138V viability at 39C, ATP luminescence, 24 h; also: nearly all actives have a fitted effect of over 55% in size
Peg3 imprint – genomic imprint erasure induction | mouse ES Peg3-LacZ reporter, beta-gal luminescence, 40 h | Potency, µM (highest dose often 60.7 µM), for the others: top-dose activity change, positive = activation, hits mostly activators | 0.02% of 110,000 active | AID 1948;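 also: 0% = negative control wells on the plate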
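Readout: BetaGlo luminescence (5 min, room temp) for LacZ from the normally silent maternal Peg3 allele in female Peg3LacZ-Neo ES cells. Cells 300/well, 40 h, 37C, 5% CO2. Data normalized per plate to negative controls.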
p53ts 32C tox – p53ts cell cytotoxicity, permissive temperature. H1299-p53A138V at 32C, ATP luminescence viability, 24 h. Potency, µM (doses to about 46.1 µM), without a hit: top-dose activity change, negative = cytotoxicity, most hits filed as cytotoxic. 0.93% of 130,000 active. AID 924;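 also: 0% = DMSO and -100% = full killing by reference compound; nearly all actives have a fitted effect of over 55% in size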
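Viability by ATPlite luminescence after 24 h compound treatment (up to 46 uM) at the permissive 32C. Cells are H1299 carrying p53 A138V. Scale runs from DMSO basal to 100 uM tamoxifen as full kill; AC50 from Hill fits.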
IkB sig inh – suppresses IkB signaling in ABC-DLBCL reporter cells; Potency, µM (series often up to 57.1 µM), inactives show at the top dose IkBa stabilization activation; ABC-DLBCL IkBa-CBG/CBR dual luciferase ratio, 4 h; response scale: scaled: untreated 0%, proteasome inhibitor 100%; 0.04% of 110,000 active; active = well fitted curve in the direction sought with a large enough effect in the signal ratio, not every such curve was filed as active; inconclusive = small, poorly fitted or top-dose-only effect, or a change in a side signal; the % refers to the signal ratio;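 also: the direction sought is a rising ratio; 0% = basal untreated cells and 100% = reference inhibitor full response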
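Curves were fitted separately to fusion (green), unfused (red) and ratio luminescence, then classed by r2, magnitude and activity. Cells: OCI-Ly3, 4 h compound plus doxycycline at 37C; 10 uM MG-132 defined full response.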
* hit, by the source's call; ? = inconclusive; · = not tested or not shown; [ ] = another dose, or the depositor's remark. Unless noted, calls follow the shape of the dose curve; as a rule, active = well fitted curve in the direction sought with a large enough effect; inconclusive = small, poorly fitted or top-dose-only effect, or another doubt; inactive = no such curve, though single readings can be large; an effect the other way counts as inactive or inconclusive. Unless noted, % is scaled to controls: 0 for no effect and ±100 for the full control effect; potency is read from the fitted curve at half-maximal effect.

compound	p53ts 39C kill	Peg3 imprint	p53ts 32C tox	IkB sig inh
CCCc1nc(-c2cc3ccc(C)cc3[nH]c2=O)no1	-11.7%	0.1%	-9.6%	-2.6%
O=C(c1coc2ccc(O)cc12)C1CC1	5.2%	-11.9%	16.4%	-0.1%
O=C(CN(C1CCCCC1)S(=O)(=O)c1ccc(F)cc1)NCCCO	-4.8%	10.0%	20.6%	0.5%
CCSc1nc(-c2ccccc2)nc2c1Cc1c(CO)cnc(C)c1O2	6.7%	-9.1%[10.9 µM]	0.8%	-2.0%
O=C(c1cc(-c2ccc(O)cc2)on1)N1CCCc2ccccc21	-17.5%	-16.3%	-10.8%	12.3%
O=C(NCN1CCc2ccccc2C1)c1cnccn1	-5.9%	8.7%	-7.4%	0.6%
O=C(Cn1cnc([N+](=O)[O-])c1)Nc1cc(Oc2ccc(Cl)cc2Cl)cc([N+](=O)[O-])c1	?	·	?	·
Cc1nn(CCCC(=O)Nc2cc(C(F)(F)F)ccc2Cl)c(=O)c2c1sc1ccccc12	15.2%	-6.8%[10.9 µM]	-5.4%	-1.1%
CCOC(=O)N1CCN(C(=O)CSCC(=O)Nc2nc(-c3ccc(Cl)s3)cs2)CC1	-22.6%	-18.9%	-15.2%	?
CCOC(=O)c1ccc(NC(=O)C2CCCO2)cc1 (stereo not drawn)	-26.0%	-16.7%	?	5.3%
Cn1c(=O)c2c(nc(CN3CCC(C(N)=O)CC3)n2Cc2c(F)cccc2Cl)n(C)c1=O	14.4%	-5.0%	2.3%	-1.3%
Cc1cc(OCCn2c(CCNC(=O)C3CCCCC3)nc3ccccc32)ccc1Cl	?	-8.0%[10.9 µM]	-15.9%	-0.4%
CCCCNC(=O)C1CCC(Cn2c(=O)c3sccc3n(CC(=O)Nc3ccccc3)c2=O)CC1 (stereo not drawn)	-15.3%	-16.3%[10.9 µM]	-0.2%	-0.5%
COc1cccc(NC(=O)CSc2cc(C)c3ccccc3n2)c1	-23.2%	-12.6%[10.9 µM]	?	?
Cc1cc(C)n(-c2ccc(C(=O)Nc3cc(S(=O)(=O)N(C)C)ccc3Cl)cc2)n1	-15.9%	·	-0.1%	·
C[C@H](NC(=O)NCCc1ccccc1)C(=O)O	15.1%	-15.4%	-2.3%	-0.3%
CCC1CN(C(=O)N2CCC(C(=O)NCCc3ccc(Cl)cc3)CC2)c2ccccc2O1 (stereo not drawn)	-11.0%	-6.6%[10.9 µM]	-6.0%	-2.9%
COc1ccc(NC(=O)c2c(C)oc3ccc(O)c(CN4CCC(C)CC4)c23)cc1Cl	31.6µM*	-6.5%[10.9 µM]	-5.8%	?
O=C(Nc1cc(Cl)ccc1Cl)c1ccc2c(c1)N(Cc1cccc(Cl)c1)C(=O)c1ccccc1S2=O (stereo not drawn)	-3.7%	-17.9%[10.9 µM]	11.1%	-0.1%
CC(=O)Nc1ccc(S(=O)(=O)NC(CC(=O)NCCC2=CCCCC2)C(C)C)cc1 (stereo not drawn)	0.8%	·	10.6%	·

Entries of single compounds, quoted from the list:
Cc1cc(OCCn2c(CCNC(=O)C3CCCCC3)nc3ccccc32)ccc1Cl across the screens: p53ts 39C kill = ?; Peg3 imprint = -8.0%[10.9 µM]; p53ts 32C tox = -15.9%; IkB sig inh = -0.4%
O=C(CN(C1CCCCC1)S(=O)(=O)c1ccc(F)cc1)NCCCO across the screens: p53ts 39C kill = -4.8%; Peg3 imprint = 10.0%; p53ts 32C tox = 20.6%; IkB sig inh = 0.5%
O=C(c1cc(-c2ccc(O)cc2)on1)N1CCCc2ccccc21 across the screens: p53ts 39C kill = -17.5%; Peg3 imprint = -16.3%; p53ts 32C tox = -10.8%; IkB sig inh = 12.3%

The list continues.
compound	p53ts 39C kill	Peg3 imprint	p53ts 32C tox	IkB sig inh
Nc1cc(-c2ccco2)no1	-6.2%	-2.8%	-10.7%	0.8%
O=C(c1ccc(F)cc1)C1CCN(CCn2c(=S)[nH]c3ccccc3c2=O)CC1	-11.7%	-11.2%	4.7%	0.9%
O=c1[nH]c2cc(Cl)ccc2n1-c1ccccc1	9.3%	0.7%	-0.2%	-0.5%
Cc1ccccc1OCC(=O)Nc1ccc2[nH]c(=O)sc2c1	-23.6%	-11.6%[10.9 µM]	-2.4%	?
O=C(Nc1cccc(F)c1)N1CC2(CCN(S(=O)(=O)c3ccccc3)CC2)C1	-0.8%	·	-12.6%	-0.8%[11.4 µM]
Cc1ccc(NC(=O)c2c(NC(=O)Cc3ccccc3)sc3c2CCC3)cc1	11.1%	-12.6%[10.9 µM]	17.2%	?
COC(=O)C1=NOC2(C=C(Br)C(OC)=C(Br)C2=O)C1 (stereo not drawn)	-18.8%[9.22 µM]	·	-10.2%[9.22 µM]	·
CCC(=O)N(Cc1cc2c(C)ccc(C)c2[nH]c1=O)C1CCCCC1	-3.8%	-5.1%	7.4%	1.1%
CC(Oc1ccc(Br)cc1)C(=O)NCc1cccnc1 (stereo not drawn)	-0.4%	·	1.3%	·
C/C(=N\O)C(C)/[N+]([O-])=C/c1nc(C)c(C)n1O (stereo not drawn)	-3.7%	-11.1%	8.0%	0.5%
Cc1ccc(C)c(-n2c(Cc3cc(=O)[nH]c(=O)[nH]3)nnc2SC(C)C)c1	7.1%	-4.7%	-6.8%	1.1%
O=c1[nH]c(=O)n(C2CCCCC2)c(O)c1C1=Nc2ccccc2SC(c2ccccc2)C1 (stereo not drawn)	-13.9%	-18.4%[10.9 µM]	2.3%	?
CCNc1ncc2nc(-c3cn(C)c4ccccc34)c(=O)n(C)c2n1	-4.0%	8.6%	-3.3%	0.4%[11.4 µM]
COc1nn(C(C)C(=O)N2N=C(C(F)F)CC2(O)C(F)F)cc1[N+](=O)[O-] (stereo not drawn)	13.6%	·	13.5%	·
CCOc1ccc(CCNC(=O)c2cn(C)c3ccc(S(=O)(=O)N4CCCCC4)cc3c2=O)cc1OCC	-29.8%	-10.7%[10.9 µM]	7.3%	-2.3%
CCCCOC(=O)Nc1nnc(CCOCC)s1	-6.4%	-3.4%	-9.5%	-3.5%
O=C(CSc1ncc(CO)n1Cc1ccc(Cl)cc1)NCc1ccc(F)cc1	-9.1%	-11.6%[10.9 µM]	1.2%	1.1%
COc1ccc(-n2nc3c(c2NC(=O)c2c(-c4ccccc4Cl)noc2C)CS(=O)(=O)C3)cc1	17.7%	10.5%	3.5%	-1.0%
O=S(=O)(c1ccc(-c2csc(-c3cccnc3)n2)cc1)N1CCCCC1	-0.7%	-17.4%	5.4%	-0.9%
Cc1nc2ncnn2c(C)c1CCC(=O)Nc1csc(N)n1	4.1%	-11.4%	4.0%	-1.0%
COc1ccc(-c2c(=O)n(OCc3ccccn3)c3ccccc3[n+]2[O-])cc1OC	14.0%	-7.8%	11.4%	0.6%
CCOC(=O)c1c(C)c(C(=O)NC(C)COC)c(C)n1C (stereo not drawn)	-2.3%	0.7%	2.5%	-1.5%
Cc1ccc(-c2cc(C(F)(F)F)n3nc(-c4cccc(Br)c4)cc3n2)cc1	10.5%	-3.5%[10.9 µM]	-2.4%	1.3%
CCOC(=O)c1ccc(NC(=O)Nc2ccc(S(N)(=O)=O)cc2)cc1	7.0%	-4.3%	10.4%	-0.9%
Cc1ccc(Cl)cc1NC(=O)Cn1c(=O)n(C(C)C)c(=O)c2oc3ccccc3c21	-16.2%	-12.0%[10.9 µM]	6.6%	-0.4%
COc1nc(N2CCCCCC2)nc(N2CCCCCC2)n1	-1.8%	-7.6%	-1.3%	0.0%
COC(=O)C1CCN(CC(=O)Nc2cc(C)c3c(=O)oc4ccccc4c3n2)CC1	6.9%	?	8.5%	-1.5%
Cc1oc2ncn(C)c(=O)c2c1C(=O)N1CCN(c2ccccc2F)CC1	-10.3%	-9.9%[10.9 µM]	1.3%	0.8%
O=C(NCc1ccccc1F)c1sc2ncccc2c1-n1cccc1	2.5%	-4.3%[10.9 µM]	7.6%	4.2%
Cc1ccc2oc(=O)c3cnn(CC(=O)NCCN4CCOCC4)c3c2c1	-4.3%	-3.6%	-3.2%	1.2%
CCC1CCCCN1Cc1cn2c(-c3ccc(Br)cc3)nnc2s1 (stereo not drawn)	-28.7%	-13.8%[10.9 µM]	-5.2%	2.7%
CC(C)CN1CCc2nc(-c3ccccc3)c3c(c2C1)COC(C)C3 (stereo not drawn)	4.6%[9.22 µM]	·	3.2%[9.22 µM]	·
O=C(NCC(=O)N(CCc1ccccc1)C(C(=O)NC1CCCCC1)c1ccncc1)c1ccco1 (stereo not drawn)	9.0%	20.6%	6.0%	0.2%
CN(C)CCNC(=O)c1ccc(Cc2nc3ccccc3[nH]2)cc1	-5.9%	·	-0.8%	·
COc1cc(OC)cc(OC)c1	0.0%	-1.4%	-8.7%	·
O=C(NCCSc1c(-c2ccc(F)cc2)[nH]c2ccccc12)c1ccc(S(=O)(=O)N2CCOCC2)cc1	10.1%	-18.6%[10.9 µM]	2.6%	?
COC(=O)c1c(Cl)c(Cl)c(C(=O)OC)c(Cl)c1Cl	3.1%	14.7%	3.3%	·
O=C(CC1NC(=O)NC1=O)NC1(C(=O)NC2CCCCC2)CCCCC1 (stereo not drawn)	-4.5%	-5.0%	5.2%	-0.9%
COc1ccc(C(=O)N2CCC[C@@]3(CCN(c4ccccc4)C3)C2)cc1	-7.3%	·	-0.4%	0.2%[11.4 µM]
O=S(=O)(c1ccccc1)c1nc(Nc2ccccc2N2CCOCC2)sc1Cl	2.2%	-14.5%	20.0%	1.6%
COc1ccc(C(NC(=O)N2CC(C)OC(C)C2)C(Cl)(Cl)Cl)cc1F (stereo not drawn)	0.9%	·	-2.4%	·
Cc1ccccc1-n1nc2c(c1NC(=O)c1ccc(S(=O)(=O)N(C)C)cc1)CSC2	-7.3%	-10.6%	6.2%	3.5%
CC1CCC(N2CC(=O)N(C3CCCC3)C(c3ccc(Cl)cc3)C2=O)CC1 (stereo not drawn)	-20.7%	10.9%[10.9 µM]	9.0%	-0.7%
Cc1noc(/C=C/c2ccco2)c1S(=O)(=O)N1CCC(C(=O)N(C)Cc2ccccc2)CC1	-12.8%	-21.7%	-10.6%	6.7%
O=C(Nc1ccc2nc(SCCOc3ccccc3)sc2c1)c1ccc2c(c1)OCO2	-16.1%	-14.8%[10.9 µM]	-11.7%	-0.5%
Clc1ccc(OCCCn2cncn2)cc1Cl	-1.9%	-13.5%	-1.9%	-2.2%
CC(=O)N1CCc2cc(S(=O)(=O)NC(C(=O)Nc3ccc(C)cc3C)C(C)C)ccc21 (stereo not drawn)	23.8%	-6.9%[10.9 µM]	5.4%	0.8%
COc1ccccc1CNc1ncnc2c1nc1n2CCCC1	0.1%	10.3%[10.9 µM]	0.3%	0.6%
Cc1ccc(C2CCN(C(=O)c3cnn(-c4ccc(C)c(C)c4)c3C3CCN(C(=O)OC(C)(C)C)CC3)C2)cc1 (stereo not drawn)	-0.7%	-11.0%[10.9 µM]	9.0%	?
O=C(Cn1nc(C(=O)O)c2ccccc2c1=O)NCC1CCCO1 (stereo not drawn)	5.6%	21.4%	-0.8%	0.8%
CCC(C)NC(=O)c1sc2nc(C)c(C(=O)Nc3ccc(C)cc3C)c(-c3ccccc3Cl)c2c1N (stereo not drawn)	-9.9%	6.7%[10.9 µM]	10.4%	?
CCOC(=O)C1=C(C)N=C2SC(CC)C(=O)N2C1c1ccc(OC(C)=O)c(OCC)c1 (stereo not drawn)	0.1%	0.2%	11.5%	-0.3%
COc1ccc(C2=NS(=O)(=O)N(C)C(C(=O)NC(C)c3ccccc3)=C2)cc1 (stereo not drawn)	-22.1%	-8.5%[10.9 µM]	13.4%	?
Cc1ccc2[nH]c(=O)c(CN(CCCN3CCOCC3)Cc3nnnn3C3CCCC3)cc2c1	?	-12.7%	-13.1%	4.4%
